Screening data deposited in PubChem by Broad Institute.
PAX8 reporter: PAX8 transcriptional activity inhibition | RMG-I TPO-luciferase reporter, SteadyGlo, 24 h | inhibition, % at 12.6 µM | 360,000 tested, 1.2% active | AID 652154;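 active means mean replicate inhibition at least 60% with every replicate also reaching 60%; inconclusive means only one of the two criteria is met; inactive means mean below 60% and not all replicates reaching 60%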;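 further: luciferase light reporting Pax8 driven TPO promoter activity; plate controls were median of neutral control wells for no effect and mitoxantrone controls for full effect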
Cneo AK release: Cryptococcus neoformans lysis via adenylate kinase release; lysis activity, % at 15 µM; AID 651654; C. neoformans lysis, adenylate kinase release luminescence, 4 h; normalised: neutral wells 0, clomiphene wells 100; 360,000 tested, 0.2% active;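 active means mean lysis activity across replicates of at least 80%, whatever share of replicates individually reach that level; inactive means mean lysis activity below 80%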
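Assay system: log-phase C. neoformans yeast / Quantity: yeast cell density of 5 × 10^6 cells/mL / Medium: fresh YPD growth medium / Compound: single dose / Timing: static 4 h at 37 °C with compound, 1 h detection / Measured by: adenylate kinase release luminescence / Read-out: lysis from increased AK signal / Benchmarks: Clomiphene as positive lysis control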
LGR2 antag: inhibitors of bursicon-induced Drosophila LGR2 receptor cAMP signaling. AID 720647. HEK293 LGR2, CRE-luciferase, bursicon-stimulated, 4 h. 380,000 tested, 0.35% active. inhibition, % at 9.99 µM;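 active means drop in luminescence signal, shown as inhibition above about 50% in the replicate tests, limit read from the data, passing the limit was not always enough; inconclusive means probably only some replicates passing the limit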;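 further: agonist challenge used bursicon conditioned medium at about half maximal strength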
PGC1a acetyl inh: modulators of PGC1a acetylation. 350,000 tested, 0.17% active. U2OS PGC1a acetylation, AlphaScreen anti-acetyl-lysine; with virally co-expressed GCN5 acetyltransferase. inhibition, % at 15.6 µM;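 active means every replicate shows inhibition of at least 40%; inconclusive means mean inhibition at least 40% but some replicate below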;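 further: 0% = neutral control wells and 100% = positive control wells; some results beyond the cut were filed as inactive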
miR122 inh: blocks miR-122 activity in Huh7 sensor cells; AID 602342; Huh7 miR-122 Renilla luciferase sensor, 48 h; neutral wells = 0, positive control = 100; 340,000 tested, 0.3% active; activation (reporter increase), % at 12.5 µM;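 active means mean replicate activation score at least 90 and every replicate individually at or above 90; inconclusive means only one of the two criteria met; inactive means neither criterion met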;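 further: higher luciferase means less miR-122 activity so hits act as miR-122 inhibitors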
FN deposition inh: fibronectin deposition inhibition | AH1F fibroblasts, Alexa488-fibronectin deposition fluorescence, overnight | inhibition, % at 12.6 µM | 350,000 tested, 0.086% active;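 active means mean inhibition across replicates of 30% or more, regardless of how many single replicates reach that level; inconclusive means mean under 30% yet at least half of replicates reach 30%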;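 further: positive control wells lacked labelled fibronectin entirely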
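Assay system: AH1F fibroblasts assembling fluorescent fibronectin matrix; Amount: 10000 AH1F cells per well; Buffer or medium: DMEM, 2% serum; Probe or stimulus: Alexa488-fibronectin, 24 nM final in well; Doses: single compound dose, delivered by pin transfer; Incubation: 1 h adhesion, overnight exposure; Measured by: fluorescence 485/525 nm; Read-out: fibronectin deposition inhibition.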
EWS-Fli inh: blocks EWS/Fli oncoprotein-driven transcription. A673 NR0B1-luciferase reporter, viability-normalised. inhibition, % at 12.6 µM. 350,000 tested, 0.67% active;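 active means mean inhibition of at least 50% after viability correction, with every replicate also passing that limit; inconclusive means mean reaches 50% but only one of two replicates passes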;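 further: firefly luciferase signal divided by Alamar Blue viability fluorescence both relative to DMSO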
CASP6 VEID inh: inhibitors of human caspase-6. P55212. inhibition, % at 12.5 µM. purified caspase-6, Z-VEID-R110 cleavage fluorescence. AID 686996. 350,000 tested, 0.53% active;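 active means mean inhibition across replicates at least about 35%, with every replicate also reaching that limit, limit read from the data; inconclusive means only one of the two criteria met; inactive means neither criterion met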;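 further: 0% = median of neutral control wells and 100% = no fluorescence left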
Target sequence (P55212 24-179 limits assumed): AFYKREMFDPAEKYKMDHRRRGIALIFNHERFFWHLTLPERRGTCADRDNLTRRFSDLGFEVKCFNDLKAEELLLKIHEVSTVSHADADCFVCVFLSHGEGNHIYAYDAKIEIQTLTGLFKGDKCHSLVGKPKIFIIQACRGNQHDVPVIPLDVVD
Target sequence (P55212 194-293 limits assumed): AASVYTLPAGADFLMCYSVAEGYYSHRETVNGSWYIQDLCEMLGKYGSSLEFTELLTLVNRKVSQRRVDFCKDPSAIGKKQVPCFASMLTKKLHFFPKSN
An asterisk follows results filed as active; ? = inconclusive; . = not tested or not shown; [ ] = dose if it differs, or a comment.

smiles,PAX8 reporter,EWS-Fli inh,PGC1a acetyl inh,CASP6 VEID inh,FN deposition inh,LGR2 antag,Cneo AK release,miR122 inh
OC[C@@H]1Nc2ccc(-c3ccccc3)cc2[C@@H]2[C@H]1CCN2Cc1ccccc1F,16,-7,-13,.,10,-4,53,-6[16.7 µM]
COC(=O)c1sc(N)nc1CCNC(=O)OC(C)(C)C,-12,-11,.,-1,8,6,.,.
C[C@@H]1CN([C@H](C)CO)S(=O)(=O)c2ccc(C#CCN(C)C)cc2O[C@H]1CN(C)S(=O)(=O)c1cccc(F)c1,-4,7,-9,-2,11,12,-5,-2[16.7 µM]
CC(=O)Nc1ccc2[nH]ccc2c1,-1,-4,-5,1,-12,-4,2,-6
CCc1cnc(N2[C@H](C#N)[C@H](c3ccc(C#CC(C)C)cc3)[C@H]2CO)s1,3,8,-2,-4,-1,11,0,.
CCNC(=O)NC(=O)COC(=O)c1cccc(NS(=O)(=O)/C=C/c2ccccc2)c1,26,12,2,2,-8,4,1,39
CCCCn1nc(C(=O)N(CC)CC(=O)Nc2c(F)cccc2F)c2ccccc2c1=O,22,4,5,-1,7,-2,-1,5
C[C@@H]1CN([C@@H](C)CO)S(=O)(=O)c2ccc(C#CC(C)(C)O)cc2O[C@@H]1CN(C)C(=O)C1CC1,.,-2,2,.,.,-1,.,7[16.7 µM]
COc1ccccc1NC(=O)c1ccc([N+](=O)[O-])o1,36,12,.,-6,-4,21,.,.
CN(C)C(=O)c1ccc2c(c1)C1C3CCC(C3)C1C(c1ccccc1)N2 (stereo unspecified),2,10,-11,4,0,8,.,-3
Cc1[nH]c2c(C)cccc2c1CC(=O)O,16,3,3,15,-11,-15,2,6
CC(C)c1ccc(S(=O)(=O)N2CCN(C(=O)c3cc(-c4ccccc4)n[nH]3)CC2)cc1,4,7,-20,2,15,1,-5,8

Structures from the list above containing four or more nitrogen atoms:
smiles,PAX8 reporter,EWS-Fli inh,PGC1a acetyl inh,CASP6 VEID inh,FN deposition inh,LGR2 antag,Cneo AK release,miR122 inh
CCCCn1nc(C(=O)N(CC)CC(=O)Nc2c(F)cccc2F)c2ccccc2c1=O,22,4,5,-1,7,-2,-1,5
CC(C)c1ccc(S(=O)(=O)N2CCN(C(=O)c3cc(-c4ccccc4)n[nH]3)CC2)cc1,4,7,-20,2,15,1,-5,8

Other compounds:
smiles,PAX8 reporter,EWS-Fli inh,PGC1a acetyl inh,CASP6 VEID inh,FN deposition inh,LGR2 antag,Cneo AK release,miR122 inh
Cc1n[nH]c(=O)nc1N/N=C/c1ccco1,-23,21,-7,2,-3,.,0,-3
O=C(COc1cc(F)ccc1[N+](=O)[O-])NCC1CCCO1 (stereo unspecified),1,-3,.,-1,15,0,1,.
C[C@@H]1CN([C@@H](C)CO)C(=O)c2cccc(N(C)C)c2O[C@H]1CN(C)Cc1ccc(Cl)c(Cl)c1,21,7,-25,-2,-4,15,5,4[16.7 µM]
CCCCN1C(=O)CC(Sc2ncccc2C(=O)O)C1=O (stereo unspecified),6,3,-3,1,-21,-1,-2,-1
Cc1cccc(Nc2ncnc(N)c2[N+](=O)[O-])n1,-10,-13,20,3,-4,17,1,.
CCOc1nc(C)ccc1-c1noc(-c2ccco2)n1,.,-13,11,4,.,-70,-2,0
Cc1ccc2nc3c(c(N)c2c1)CCN3C,-24,-18,13,2,-3,3,0,1
CCNC(=O)N1CCN(c2ccc(N3CCN(C(=O)NCC)[C@@H](C)C3)c(C)c2)[C@@H](C)C1,-19,-7,.,-3,-9,-1,.,.
COc1ccc(-c2oc(=O)c3cc(OC)c(OC)cc3c2C#CCCO)cc1,39,-4,3,0,.,-13,1,-2
Cc1cc2ccccc2cc1C(=O)c1ccccc1,-8,-22,-2,1,6,-2,2,-1
O=C(C[C@H]1C[C@@H]2c3cc(NC(=O)CC4CC4)ccc3O[C@@H]2[C@H](CO)O1)NCc1ccc(Cl)cc1,10,-1,-2,-1,0,6,-4,-2[16.7 µM]
O=C(Nc1cccc2ncccc12)c1cc(Br)ccc1Cl,4,9,-3,-2,-2,-4,0,2
Cc1ccc(S(=O)(=O)CCC(=O)NCCc2ccc(Cl)cc2)cc1,26,-62,.,-4,7,38,-1,.
O=C1CCC/C=C\C[C@@H](CC(=O)N(CCO)Cc2ccccc2)C(=O)NCCO1,1,6,7,-2,5,-9,5,1
COc1ccc(CNCc2cccc(C)c2)cc1,-34,-10,7,0,-4,9,-1,-2
Cc1c(C)n(C)c2ccc(C(=O)NCCCN3CCN(c4ccccc4F)CC3)cc12,25,.,3,-9,3,-3,3,-16
NC(=O)c1c(NC(=O)c2cccnc2Cl)sc2c1CCCC2,19,.,-2,.,5,-2,3,-4
C[C@H](CO)N1C[C@H](C)[C@@H](CN(C)CC2CCCCC2)OCCCC[C@H](C)Oc2ccc(NC(=O)Nc3ccccc3)cc2C1=O,16,-8,-15,0,1,18,5,0[16.7 µM]
O=c1[nH]c2cc(Br)cnc2nc1/C=C(\O)c1ccc(F)cc1,.,-16,-1,0,.,4,3,-4
COc1cccc(C(NC(C)=O)c2nc(-c3cccc(F)c3)cs2)c1 (stereo unspecified),-24,-5,-9,1,.,6,3,-7
CS(=O)(=O)Nc1ccc2c(c1)[C@H]1C[C@@H](CC(=O)N3CCOCC3)O[C@H](CO)[C@H]1O2,.,-10,-28,0,-11,-3,-6,2[16.7 µM]
CCOC(=O)C1=C(C)NC(C)=C(C(=O)OCC)C1C(=O)OCC(=O)c1ccc2c(c1)OCCO2,-16,.,-13,.,-15,.,-2,-7
COc1ccccc1S(=O)(=O)N[C@@H]1CC[C@H](CCn2cc(C3CCCCC3)nn2)O[C@@H]1CO,-13,3,-6,3,1,-4,-4,-2[16.7 µM]
Cc1ccc(C23CC4CC(CC(C(=O)N5CCOCC5)(C4)C2)C3)cc1,.,11,-18,1,.,8,8,1
COC(=O)c1ccc(-c2ncc(-c3cccc4ccccc34)o2)cc1,-183,.,6,.,-14,.,5,2
CCCn1c(=O)c(C#N)cn(C2CC2)c1=O,18,2,.,0,-13,10,.,.
COc1ccc(C2=NN(C(=O)CSc3cn(C)c4ccccc34)C(c3ccc(OC)cc3)C2)cc1 (stereo unspecified),36,-14,-41,-1,4,4,-1,3
CCNC(=O)Nc1ccc2c(c1)C(=O)N(C)[C@H]1CC[C@H](CC(=O)NCC3CCCCC3)O[C@@H]1CO2,9,-6,-1,2,-4,-6,0,-4[16.7 µM]
Nc1nc(-c2c(Cl)cccc2Cl)no1,-2,2,9,0,4,1,.,.
CCC(=O)N1CCc2cc(S(=O)(=O)NCCN3CCCCC3CC)ccc21 (stereo unspecified),-16,.,-15,.,-1,.,-1,-6
CN(C)/C(=N\S(=O)(=O)c1ccccc1)c1ccc([N+](=O)[O-])cc1,18,-11,9,-1,3,-8,-3,-3
CC(C)CC#Cc1ccc2c(c1)O[C@@H](CN(C)C(=O)C1CCC1)[C@@H](C)CN([C@H](C)CO)S2(=O)=O,.,11,-10,1,.,15,100*,157*[16.7 µM]
NC(=O)CSc1nc2c(sc3ccccc32)c(=O)n1CCCC(=O)NCC1CCCO1 (stereo unspecified),1,6,-11,-4,-4,5,-2,-3
O=C(O)CC1SC(=Nc2cccc(C(F)(F)F)c2)NC1=O (stereo unspecified),.,.,-1,.,.,-2,0,-2
N#C[C@H]1[C@H](c2ccccc2-c2ccc(F)cc2)[C@@H](CO)N1C(=O)Cc1ccccc1,-11,-4,3,1,-18,7,.,.
CO[C@H]1CN(C)C(=O)c2ccc(NC(=O)c3ccc4c(c3)OCO4)cc2OC[C@H](C)N(CCC(F)(F)F)C[C@H]1C,.,-8,-6,1,0,21,-6,.
Cc1cccc(NC(=S)NCC(C)CSc2ccc(Cl)cc2)c1 (stereo unspecified),27,16,1,-1,8,7,.,-9
COc1ccc(NC(=O)NCc2cccnc2)cc1,-13,-6,.,-1,1,2,-1,.
CCn1nnc2cc(C(=O)Nc3cc(S(C)(=O)=O)ccc3Cl)ccc21,14,-5,.,1,-3,6,-1,.
CCc1ccc(NC(=O)CSCc2nc(N)nc(Nc3ccccc3CC)n2)cc1,12,.,-2,.,2,-7,22,-5
Cc1cc(C)cc(OCCNC(=O)c2cc(S(=O)(=O)N3CCOCC3)ccc2F)c1,-5,6,-5,-1,5,1,-1,7
Clc1ccc2c(NCCNC3CCCCC3)ccnc2c1,35,27,.,-24,1,4,0,-3
Clc1ccccc1N=Nc1ccccn1,-26,-65,.,35,5,-36,.,.
COc1ccc(NC(=O)C(CC(=O)O)C(C)c2ccccc2)cc1 (stereo unspecified),-2,6,-14,2,2,-26,.,5
Cc1cccc(N2CCN(C(=S)c3ccccc3)CC2)c1,-19,-10,.,0,7,.,3,.
O=C(C[C@H]1CC[C@@H](NC(=O)NC2CCCCC2)[C@H](CO)O1)NCc1ccc(F)cc1,3,-1,-2,0,13,-10,-1,-16[16.7 µM]
O=C(c1ccc([N+](=O)[O-])s1)N1CCc2ccccc2C1,18,-3,?,1,2,-16,.,.
COc1ccc(OC)c(S(=O)(=O)NC(=O)C2(C)CCN2C(=O)c2ccco2)c1 (stereo unspecified),-1,-2,-6,-2,8,-2,1,-1
Cn1nnnc1SCC(=O)NC1CCCc2ccccc21 (stereo unspecified),0,6,.,-1,-6,11,.,.
CCOc1ccc(C(=O)/C=C/Nc2ccc(S(=O)(=O)Nc3onc(C)c3C)cc2)cc1,-72,.,37,.,-11,-42,-3,6

In the list so far, 5 have a nitro group on carbon:
smiles,PAX8 reporter,EWS-Fli inh,PGC1a acetyl inh,CASP6 VEID inh,FN deposition inh,LGR2 antag,Cneo AK release,miR122 inh
COc1ccccc1NC(=O)c1ccc([N+](=O)[O-])o1,36,12,.,-6,-4,21,.,.
O=C(COc1cc(F)ccc1[N+](=O)[O-])NCC1CCCO1 (stereo unspecified),1,-3,.,-1,15,0,1,.
Cc1cccc(Nc2ncnc(N)c2[N+](=O)[O-])n1,-10,-13,20,3,-4,17,1,.
CN(C)/C(=N\S(=O)(=O)c1ccccc1)c1ccc([N+](=O)[O-])cc1,18,-11,9,-1,3,-8,-3,-3
O=C(c1ccc([N+](=O)[O-])s1)N1CCc2ccccc2C1,18,-3,?,1,2,-16,.,.
